Screening data (PubChem BioAssay)
PRMT1 inh – PRMT1 methyltransferase inhibitors, primary screen, biochemical, fluorescence polarization. inhibition, % at 2.79 µM. recombinant PRMT1, activity-based probe fluorescence polarization. actives 1.3% (n = 370,000). Protein arginine N-methyltransferase 1 (Homo sapiens), Q99873;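 active means inhibition above about 21% made by adding two undisclosed values, limit read from the data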
TDP2 inh – human TDP2 enzyme inhibitors, primary screen, biochemical, epi absorbance, recombinant enzyme | Tyrosyl-DNA phosphodiesterase 2 (Homo sapiens), O95551 | T5PNP hydrolysis, p-nitrophenol absorbance 415 nm | inhibition, % at 12.8 µM | actives 0.34% (n = 370,000);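 active means inhibition above the mean of all tested compounds plus 3 SD, set per campaign, cut at about 25% in these data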;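 further: 0% = DMSO with enzyme and 100% = buffer with substrate but no TDP2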
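Assay system: Recombinant human TDP2 | Quantity: 120 nM TDP2 per well | Incubation: 2 h at 37 °C | Signal: Epi absorbance | Evaluation: Percent inhibition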
SIAE primary – human SIAE inhibitors, primary screen, biochemical, fluorescence polarization, FP-Rh probe, 1536-well HTS; AID 1053197, 2014; inhibition, % at 9.66 µM; actives 0.69% (n = 370,000); SIAE FP-Rh probe binding;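 active means inhibition above a cutoff: mean of compounds within the control limits plus 3 SD of those, cut at about 17% in these data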;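 further: 0% = plate median of compound wells and 100% = probe without SIAE protein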
Target sequence (Q9HAT2 whole entry, looked up): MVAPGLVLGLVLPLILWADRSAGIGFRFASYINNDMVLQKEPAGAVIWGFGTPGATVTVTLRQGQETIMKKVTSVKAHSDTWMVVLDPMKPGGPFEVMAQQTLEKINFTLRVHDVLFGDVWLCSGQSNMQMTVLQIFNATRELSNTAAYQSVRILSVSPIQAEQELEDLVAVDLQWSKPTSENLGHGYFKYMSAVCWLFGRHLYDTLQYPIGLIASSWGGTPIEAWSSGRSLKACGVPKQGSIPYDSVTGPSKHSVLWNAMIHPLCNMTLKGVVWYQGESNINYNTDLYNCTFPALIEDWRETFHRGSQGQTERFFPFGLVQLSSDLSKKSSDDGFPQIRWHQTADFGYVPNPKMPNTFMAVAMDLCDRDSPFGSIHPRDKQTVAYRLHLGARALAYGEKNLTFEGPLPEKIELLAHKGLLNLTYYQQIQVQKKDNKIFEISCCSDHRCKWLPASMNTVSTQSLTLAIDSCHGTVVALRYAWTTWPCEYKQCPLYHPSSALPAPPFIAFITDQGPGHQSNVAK
MBD2 DNA inh – inhibitors of MBD2 binding to methylated DNA, primary screen, biochemical, TR-FRET, DNA-binding domain, human; inhibition, % at 4.4 µM; MBD2 binding to methylated oligonucleotide; Methyl-CpG-binding domain protein 2 (Homo sapiens), Q9UBB5; actives 0.31% (n = 370,000); in the data active means inhibition above about 13%
LEDGF integ inh – blockers of LEDGF/p75-dependent integrase strand transfer – biochemical, TR-FRET, high throughput, primary screen | HIV-1 integrase (with human LEDGF/p75) | TR-FRET IN-LEDGF/p75 DNA integration, Eu/Cy5 | inhibition, % at 3.7 µM | actives 0.64% (n = 370,000);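 active means inhibition above the screen-wide mean plus 3 SD, cut at about 13% in these data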;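 further: signal is the Cy5 over europium emission ratio at 671 and 618 nm; 0% = plate median of compound wells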
DDE Tn7 FP inh – inhibitors of Tn7 peptide binding to fibrin DD(E), primary screen, biochemical, fluorescence polarization, human fibrin, Tn7 probe; Fibrinogen beta chain (Homo sapiens), P02675; FP displacement of FITC-Tn7 peptide from fibrin DD(E); 0% = median of compound wells per plate; actives 0.13% (n = 370,000); inhibition, % at 8.3 µM; AID 720508, 2013;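 active means inhibition above the mean of compounds falling within the control limits plus 3 SD of them, cut at about 14% in these data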;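 further: 0% = plate median of compound wells and 100% = 10 µM Aha-Tn7 peptide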
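Assay system: Human clot-derived fibrin DD(E) complex | Buffer or medium: Tris/NaCl/CaCl2 buffer, pH 7.8 | Repeats: One replicate per compound | Benchmarks: Aha-Tn7 high control | Measure: % inhibition scaled between sample-field median and high-control FP | Schedule: 10 min plus 3 h, room temperature | Signal: Fluorescence polarization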
UHRF1 MBD2 ctr – UHRF1 methylated DNA binding inhibitors, primary screen, counter-screen for MBD2 inhibitor project, biochemical, TR-FRET, human UHRF1, single concentration; E3 ubiquitin-protein ligase UHRF1 (Homo sapiens), Q96T88; UHRF1 binding to methylated oligo; inhibition, % at 4.4 µM; actives 0.75% (n = 370,000); in the data active means inhibition above about 21%;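 further: UHRF1 SRA domain binding a hemimethylated CpG hairpin DNA probe; 0% = median of test compound wells and 100% = reference inhibitor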
DDE Tn6 FP inh – inhibitors of Tn6 peptide binding to fibrin DD(E), primary screen, biochemical, fluorescence polarization, human fibrin, Tn6 probe | Fibrinogen beta chain (Homo sapiens), P02675 | Fibrin DD(E) TRITC-Tn6 fluorescence polarization displacement | inhibition, % at 8.3 µM | actives 0.21% (n = 370,000) | AID 720509, 2013;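 active means inhibition above a per-campaign cutoff: mean of compounds within control limits plus 3 SD, cut at about 15% in these data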;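 further: 0% = median of all compound wells on the plate and 100% = blocking peptide control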
TCR-CD3 inh – inhibitors of human TCR-CD3 interaction, primary screen, biochemical, fluorescence, TAMRA-labeled TCR probe. AID 651800, 2012. actives 0.37% (n = 360,000). inhibition, % at 9.4 µM; in the data active means inhibition above about 19%;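 further: recombinant mutant TCR 2C K166C tagged with TAMRA read by polarization; 0% = receptor in buffer alone and 100% = receptor with positive control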
KLK7 zymogen act – proKLK7 zymogen activators, primary screen, biochemical, fluorescence intensity; purified proKLK7, EDANS-DABCYL substrate fluorescence; 100% is mature enzyme control, 0% vehicle; activation, % at 7 µM; actives 0.9% (n = 370,000);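 active means activation above the mean of all tested compounds plus 3 SD, computed per campaign excluding outliers beyond control limits, cut at about 13% in these data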
Target sequence (P49862 whole entry, looked up): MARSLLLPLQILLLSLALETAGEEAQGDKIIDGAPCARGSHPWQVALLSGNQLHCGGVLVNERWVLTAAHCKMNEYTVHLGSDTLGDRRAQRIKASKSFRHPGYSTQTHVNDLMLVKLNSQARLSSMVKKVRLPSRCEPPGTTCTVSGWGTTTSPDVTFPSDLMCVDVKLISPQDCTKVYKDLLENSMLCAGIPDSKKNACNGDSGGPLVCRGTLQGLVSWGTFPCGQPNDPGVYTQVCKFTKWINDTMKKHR
* = called active by the depositor; x = not tested or not shown; & = joins results of further samples.

SMILES | PRMT1 inh | TDP2 inh | SIAE primary | MBD2 DNA inh | LEDGF integ inh | DDE Tn7 FP inh | UHRF1 MBD2 ctr | DDE Tn6 FP inh | TCR-CD3 inh | KLK7 zymogen act
COc1nnc(-c2ccc(N3CCCCC3)c(NC(C)=O)c2)c2ccccc12 | -1 | -4 | 0 | 5 | -5 | 7 | 10 | 1 | 7 | 0.5
N#CC1=C(N)Oc2n[nH]c(-c3ccc(F)cc3)c2C1c1ccncc1 (stereo not given) | -2 | -2 | 4 | -1 | 0 | 2 | -4 | 4 | -1 | 0.6
CN(Cc1ccccc1)C(c1ccnc2ccccc12)c1nnnn1-c1ccc2c(c1)OCCO2 (stereo not given) | 1 | -8 | -1 | -2 | -4 | 13 | -2 | 8 | 1 | 0.4
O=C(Nc1ccc2nc(-c3ccc4nc[nH]c4c3)[nH]c2c1)c1cccs1 | 0 | 0 | -40 | -2 | -1 | -3 | -2 | -12 | 10 | 1.8
Cc1cc2oc(=O)cc(CN3CCCCC3)c2cc1O | 4 | 2 | 8 | -2 | -4 | 1 | 1 | 4 | 2 | 1.8
O=C(NCc1ccc2c(c1)OCO2)Nc1ccc([N+](=O)[O-])cc1 | 6 | -6 | -152 | 6 | 0 | 5 | 3 | -3 | -8 | -0.3
Cc1ccc(-c2nc3ccc(Br)cn3c2Cc2ccccc2C(F)(F)F)cc1 | -2 | -8 | -9 | -3 | 3 | 0 | 2 | 1 | -11 | 0.2
CC1S/C(=N/N=C2CCCCC2)NC1=O (stereo not given) | 0 | -8 | 4 | -7 | -1 | -4 | 1 | 0 | 8 | -1.0
COc1ccc2nc3cc(Cl)ccc3c(Nc3ccc(O)c(CN4CCN(C)CC4)c3)c2c1 | 5 | 2 | 14 | 7 | 12 | 9 | 19 | -12 | 3 | 22*
CCC(=O)Nc1ccnc(-c2cccnc2)n1 | -2 | 13 | 4 | -7 | 1 | 6 | -4 | 1 | -7 | -0.2
COC(=O)c1ccccc1NC(=O)NC1CCC(C)CC1 (stereo not given) | 1 | -4 | -4 | 8 | 5 | 3 | 3 | -1 | -6 | 0.2
O=C(NCc1nnc(SCC(=O)N2CCCc3ccccc32)n1-c1ccccc1)c1cccc2ccccc12 | 0 | 2 | 4 | -3 | -2 | 4 | -1 | 7 | 12 | -0.1
Cc1c(C(=O)NCc2ccc(Cl)c(Cl)c2)sc(=O)n1Cc1ccc(S(=O)(=O)N(C)C)cc1 | 2 | -8 | -22 | -6 | 2 | -11 | -1 | 1 | 10 | 1.3
O=C(CN1C(=O)/C(=C\c2cccc(F)c2)Oc2ccccc21)N1CCN(c2ccccn2)CC1 | 2 | 1 | 7 | 5 | -4 | -3 | 1 | -4 | -6 | -1.9
Cc1ccc(S(=O)(=O)N2CCN(S(=O)(=O)N3CCCCC3)CC2)c(C)c1 | -3 | 14 | 2 | 2 | 3 | 9 | -1 | -1 | 0 | 0.6
Cn1c(N)c(C(=O)CSc2nnc(NC3CCCCC3)s2)c(=O)n(C)c1=O | -2 | 8 | -6 | -1 | 2 | -2 | 2 | 7 | 5 | 0.0
Cc1ccc(Cl)cc1NC(=O)CCC(=O)Nc1cc(Cl)ccc1C | 1 | -5 | 2 | 0 | 0 | -6 | -1 | 2 | 7 | 0.0
CCCN(C(=O)COC(=O)CC1CCCCC1)c1c(N)n(Cc2ccccc2)c(=O)[nH]c1=O | -2 | -4 | -4 | 2 | 3 | -5 | -3 | -2 | 5 | 0.7
CC(C)CCC(C(=O)O)C(C)CC(=O)NNC(=O)c1ccco1 (stereo not given) | -3&-2 | -11&16 | -1&-6 | -2&2 | -3&-4 | -1&0 | 2&3 | 3&-3 | -6&-5 | -0.1&0.3
CCN(CC)S(=O)(=O)c1cccc(C(=O)Nc2ccc(S(=O)(=O)NC3=NCCCCC3)cc2)c1 | 0 | 3 | 4 | 3 | -1 | 6 | 0 | -7 | 9 | 2.4
O=S(=O)(c1ccc(S(=O)(=O)N2CCN(C3CCCCC3)CC2)cc1)N1CCCCCC1 | 1 | 5 | 6 | 1 | -1 | 0 | 1 | 2 | -9 | -1.3
COc1cc(O)c(C(=O)/C=C/c2ccccc2)c(OC)c1 | -2 | 5 | -4 | -2 | 0 | 1 | 1 | 7 | 6 | 1.9
COc1ccc([C@H]2/C=C\CN(C(=O)CC(C)(C)C)[C@@H](C)C(=O)N2Cc2ccc(F)cc2)cc1 | -1 | 0 | 4 | 0 | 0 | 0 | -2 | 1 | 4 | 0.1
COc1cc(NC(=S)Nc2cccc(Cl)c2Cl)c(OC)cc1Cl | -1 | -1 | -3 | -3 | -8 | -1 | 3 | 4 | -5 | -0.5
CCCCNC(=O)O[C@H]1C[C@@H]2CCN3C(=O)CCC(C)(C)[C@H](C1)[C@H]23 | -2 | -3 | -1 | 3 | 2 | -3 | 2 | -1 | 2 | -0.1
O=C(N/N=C/c1ccc(OCc2ccccc2)cc1)c1cc[n+](Cc2ccccc2)cc1 | 3 | -13 | 6 | -5 | -3 | 5 | -2 | -1 | 1 | -1.3
Nc1ccn([C@@H]2O[C@H](CO)[C@@H](O)[C@@H]2O)c(=O)n1 | -3 | 2 | 0 | 4 | 3 | 15* | 0 | 16* | -1 | 0.4
CC1(c2ccccc2)NC(=O)N(CC(=O)Nc2cc3c(cc2Br)OCCO3)C1=O (stereo not given) | 3 | 3 | 5 | -2 | -2 | -4 | -1 | -6 | -2 | 0.2
O=C(/C=C/c1ccccc1)Nn1c(-c2cccs2)nc2ccccc2c1=O | 0 | -7 | -3 | -1 | 1 | -5 | 0 | -12 | -6 | 0.7
O=C(COC(=O)c1ccc(Cl)nc1)NC1CCCCCC1 | -2 | 1 | -2 | -3 | 3 | -2 | 0 | 1 | -3 | -0.6
O=C(NCC1CCCCC1)c1cccc([N+](=O)[O-])c1 | 11 | -18 | -8 | 8 | -2 | -4 | 0 | -4 | -5 | -0.3
COC(=O)[C@@H]1CC[C@@](C)(c2ccc(OC)cc2)C1(C)C | -3 | -17 | -8 | 4 | 0 | 3 | 6 | -4 | 5 | -0.1
CCOC(=O)C1=C(C)NC(=O)NC1c1ccc([N+](=O)[O-])o1 (stereo not given) | -1 | 3 | -2 | 1 | -2 | 4 | -1 | -8 | 7 | 0.0
COc1ccc(/C=N/NC(=O)CNS(=O)(=O)c2ccccc2)cc1 | -3 | -3 | 2 | -2 | 3 | -11 | -2 | -1 | -9 | -0.1
CCc1nc2ccc(C(=O)NCCC(C)C)cn2c1N(CC)CCOC | -2 | 5 | -1 | -1 | 3 | 3 | 1 | 3 | -5 | 0.0
Cc1cc(C)n(-c2cccc(F)n2)n1 | -3 | -1 | 1 | 1 | 4 | -8 | 1 | 7 | -1 | -0.1
C=CCNC(=S)/C(=C(/[O-])c1ccccc1Br)[n+]1ccccc1 | 17 | -17 | -4 | 3 | 1 | 1 | 9 | -8 | -9 | -1.0
CCC(=O)Nc1ccc(NC(=O)CSc2nc3c(c(=O)n(C)c(=O)n3C)n2CC)cc1 | 1 | 1 | 8 | 4 | 3 | 1 | 15 | -2 | 4 | 0.3
COc1ccc(N(C)C(=O)CCS(=O)(=O)c2cccc3nonc23)cc1 | -1 | -6 | -1 | 3 | 6 | -1 | 4 | 4 | -5 | -0.5
O=C(CSc1nnc(-c2ccccc2)n1Cc1ccco1)Nc1ccc(S(=O)(=O)N2CCCC2)cc1 | 8 | -11 | -27 | 9 | -4 | -5 | 7 | 1 | -5 | 0.8
CCOC(=O)c1c(NC(=O)Nc2ccc(C)cc2)sc2c1CCN(C)C2 | -4 | -13 | 5 | -7 | 4 | 1 | -1 | 4 | -6 | 3.2
CC(C)(C)N1Cc2nnn(Cc3ccccc3)c2-c2cc(N3CCCC3)ccc2S1(=O)=O | -2 | -1 | -1 | -5 | 3 | 0 | 1 | 0 | x | -5.1

Entries from the list above that have an aryl methoxy group:
SMILES | PRMT1 inh | TDP2 inh | SIAE primary | MBD2 DNA inh | LEDGF integ inh | DDE Tn7 FP inh | UHRF1 MBD2 ctr | DDE Tn6 FP inh | TCR-CD3 inh | KLK7 zymogen act
COc1nnc(-c2ccc(N3CCCCC3)c(NC(C)=O)c2)c2ccccc12 | -1 | -4 | 0 | 5 | -5 | 7 | 10 | 1 | 7 | 0.5
COc1ccc2nc3cc(Cl)ccc3c(Nc3ccc(O)c(CN4CCN(C)CC4)c3)c2c1 | 5 | 2 | 14 | 7 | 12 | 9 | 19 | -12 | 3 | 22*
COc1cc(O)c(C(=O)/C=C/c2ccccc2)c(OC)c1 | -2 | 5 | -4 | -2 | 0 | 1 | 1 | 7 | 6 | 1.9
COc1ccc([C@H]2/C=C\CN(C(=O)CC(C)(C)C)[C@@H](C)C(=O)N2Cc2ccc(F)cc2)cc1 | -1 | 0 | 4 | 0 | 0 | 0 | -2 | 1 | 4 | 0.1
COc1cc(NC(=S)Nc2cccc(Cl)c2Cl)c(OC)cc1Cl | -1 | -1 | -3 | -3 | -8 | -1 | 3 | 4 | -5 | -0.5
COC(=O)[C@@H]1CC[C@@](C)(c2ccc(OC)cc2)C1(C)C | -3 | -17 | -8 | 4 | 0 | 3 | 6 | -4 | 5 | -0.1
COc1ccc(/C=N/NC(=O)CNS(=O)(=O)c2ccccc2)cc1 | -3 | -3 | 2 | -2 | 3 | -11 | -2 | -1 | -9 | -0.1
COc1ccc(N(C)C(=O)CCS(=O)(=O)c2cccc3nonc23)cc1 | -1 | -6 | -1 | 3 | 6 | -1 | 4 | 4 | -5 | -0.5
